# GluA2 TARP mod: GluA2-stargazin AMPA receptor complex modulation | O88602+P19491 | HEK293 GluA2+stargazin, membrane potential dye (FDSS), glutamate EC50; hits were called plate by plate, in both directions | calls only at 30 µM | 40,000 tested, 3.5% active;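 active = any of four per-well response measures lying three or more SD from its plate-wide compound average, in either direction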
# GluA2 TARP mod agonism max-min: second read-out of GluA2 TARP mod, no call of its own (marks repeat the call); compound max-min signal; compound-alone response (agonism);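 unitless range of fluorescence divided by baseline over first 100 seconds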
# GluA2 TARP mod glutamate slope: further read-out of GluA2 TARP mod, marked with its call; glutamate slope, % of max; measured here: glutamate response slope, % max;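 scaled per plate between vehicle wells and maximal 1 mM glutamate control wells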
# The depositor's hits bear a star; i = inactive; + = active, no number.
mol	GluA2 TARP mod	GluA2 TARP mod agonism max-min	GluA2 TARP mod glutamate slope
COc1ccc(C(=O)/C=C/c2ccc(C)cc2)c(O)c1	i	0.11	58
COCC(C)NC(=O)C(=O)Nc1c2c(nn1-c1ccccc1)CS(=O)(=O)C2 (centres undefined)	i	0.075	51
Cc1ccc(S(=O)(=O)N(C)CC(N)=O)cc1	i	0.092	61
O=C(NCC(O)c1ccsc1)Nc1ccc(C(F)(F)F)cc1 (centres undefined)	i	0.23	46
CCOc1cccc2cc(S(=O)(=O)c3cccc(Cl)c3)c(=O)oc12	i	0.09	65
CC(=O)Nc1nn(C)c2c1C(c1ccccc1)CC(=O)N2 (centres undefined)	i	0.11	62
CCCS(=O)(=O)N1CCN=C1SCc1ccc(Cl)cc1Cl	i	0.082	63
c1ccc2[nH]c(C3CCCCC3)nc2c1	i	0.05	53
Cc1nc2sc(C(c3cccc(Br)c3)N3CCCC(C)C3)c(O)n2n1 (centres undefined)	i	0.048	43
CCS(=O)(=O)N1CCCc2ccc(NS(=O)(=O)c3ccccc3)cc21	i	0.057	58
Cc1cnc2c(c1SCC(=O)N1CCOCC1)c(=O)n(C)c(=O)n2C	i	0.064	40
CCOC(=O)c1ccccc1NC(=O)CSc1c(CC(C)C)cnc2c1c(=O)n(C)c(=O)n2C	+	0.074*	77*
COc1ccc(Cl)cc1NC(=O)N1CCC(c2cccs2)CC1	i	0.13	72
CCCNC(=O)C(=O)NCCc1ccc2c(c1)CCCN2CCC	i	0.082	1
CCN1C(=O)CC(NC23CC4CC(CC(C4)C2)C3)C1=O (centres undefined)	i	0.072	55
O=C(NCCN1CCN(c2ccccc2F)CC1)C(=O)Nc1ccc(F)cc1	i	0.12	54
COc1ccccc1C1(CNC(=O)c2ccc(S(=O)(=O)N3CCCC3)cc2)CCOCC1	i	0.12	56
Cc1ccc(C)c2sc(N(CC3CCCO3)C(=O)c3c[nH]c4ccccc34)nc12 (centres undefined)	i	0.081	47
CSc1ccccc1NC(=O)C(=O)NCCc1csc2nc(-c3cccs3)nn12	i	0.15	43
O=C(Nc1ccc(SC(F)F)cc1)c1cc2ccccc2oc1=O	i	0.031	56

# 3 of these compounds, reformatted.
CC(=O)Nc1nn(C)c2c1C(c1ccccc1)CC(=O)N2 (centres undefined)
  GluA2 TARP mod: i; GluA2 TARP mod agonism max-min: 0.11; GluA2 TARP mod glutamate slope: 62
CCCS(=O)(=O)N1CCN=C1SCc1ccc(Cl)cc1Cl
  GluA2 TARP mod: i; GluA2 TARP mod agonism max-min: 0.082; GluA2 TARP mod glutamate slope: 63
c1ccc2[nH]c(C3CCCCC3)nc2c1
  GluA2 TARP mod: i; GluA2 TARP mod agonism max-min: 0.05; GluA2 TARP mod glutamate slope: 53

# The list continues.
mol	GluA2 TARP mod	GluA2 TARP mod agonism max-min	GluA2 TARP mod glutamate slope
Cn1nc(NC(=O)/C=C\c2ccc3c(c2)OCO3)c2c1NC(=O)CC2c1cccs1 (centres undefined)	i	0.12	66
Cc1cc(C(=O)Nc2nc(-c3ccc(F)cc3)cs2)on1	i	0.043	33
COCCn1nnn(-c2ccc(NS(=O)(=O)c3cc(C)ccc3OC)cc2)c1=O	i	0.15	53
COc1cc(-c2ccc(=O)n(Cc3cccc(F)c3)n2)cc(OC)c1OC	i	0.14	56
Cn1nc(NC(=O)c2cc(-c3ccccc3)on2)c2c1NC(=O)CC2c1cccs1 (centres undefined)	i	0.12	51
O=C1CCCC(=O)N1CCS(=O)(=O)N1CCN(c2ccccc2)CC1	i	0.12	79
O=C(/C=C/c1ccc2c(c1)OCO2)N1CCC(Cn2cnc3ccccc32)CC1	i	0.12	61
CCC(=O)Nc1ccccc1C(=O)C(=O)Nc1ccccc1	i	0.059	38
O=C(Oc1ccc(Cl)cc1Br)c1cccc([N+](=O)[O-])c1	i	0.046	47
CC(C)S(=O)(=O)c1cccc(C(=O)Nc2nc3c(s2)COc2ccccc2-3)c1	i	0.069	46
COc1ccc(C(=O)NNC(=O)c2cccn(Cc3ccc(F)cc3)c2=O)cc1	i	0.073	38
O=C(/C=C/c1cccs1)N1CCC(Cn2cnc3ccccc32)CC1	i	0.11	88
CCOc1ccccc1NC(=O)NCC(C)(O)c1ccc(-c2ccccc2)cc1 (centres undefined)	i	0.15	47
O=c1cc(NC2CCCCCC2)[nH]c(=O)[nH]1	i	0.041	58
CNC(=O)Cc1ccc(NC(=O)COc2ccc(C(C)(C)C)cc2)cc1	i	0.097	54
Cc1cc(C)c(NC(=O)C2CCN(c3ccc(-c4cccnc4)nn3)CC2)c(C)c1	i	0.11	61
COc1ccc2nc(-c3cccc(NC(=O)c4cccs4)c3)cn2n1	i	0.043	32
CN1C(=O)NC(c2cccs2)C2=C1CN(CCN1CCCCC1)C2=O (centres undefined)	i	0.043	54
CC1(C)CC(NS(=O)(=O)c2ccc(C(C)(C)C)cc2)CC(C)(C)N1	i	0.059	60
COC(=O)c1sc2ccccc2c1S(=O)(=O)N(C)CC(=O)Nc1c(C)cccc1C	i	0.051	57
O=C(c1ccccc1Br)N1CCN(c2ncnc3c2nnn3-c2cccc(F)c2)CC1	i	0.11	55
Cc1cc(C)cc(-n2nnc(-c3nc(-c4ccc(F)cc4)no3)c2N)c1	i	0.096	48
Cc1ccc(C)c(OCC(O)Cn2c(C3CC(=O)N(c4cccc(F)c4)C3)nc3ccccc32)c1 (centres undefined)	i	0.12	63
O=C(CCCS(=O)(=O)c1ccccc1)N(Cc1ccccc1)c1nc2ccc(F)cc2s1	i	0.046	51
O=C(NC1CCCCC1N1C(=O)CSC1=O)c1cnn(-c2ccccc2)n1 (centres undefined)	i	0.1	63
COC(=O)N1CCc2c(sc(NC(=O)c3ccc(SC)cc3)c2-c2nc3ccccc3s2)C1	i	0.082	32
Cn1c(=O)c2c(nc3n2CC(c2ccc(F)cc2)=NN3CC(=O)c2ccc(F)cc2)n(C)c1=O	i	0.1	33
C=CCN(CC=C)C(=O)Cn1c(C2CC(=O)N(Cc3ccccc3)C2)nc2ccccc21 (centres undefined)	i	0.044	59
COc1ccc(S(=O)(=O)Nc2nc(CCC(=O)Nc3ccc(F)c(F)c3)cs2)cc1	i	0.14	62
CCOC(=O)N1CCN(CC(O)COCc2ccc(Cl)cc2)CC1 (centres undefined)	i	0.035	54
COc1cccc(N2C(=O)/C(=C/c3cccnc3)SC2=S)c1	i	0.068	34
O=c1ccc(-c2ccc(Br)cc2)nn1Cc1ccc(F)cc1	i	0.042	53
Cn1c(=O)c2c(SCC(=O)Nc3cccc(Cl)c3)ccnc2n(C)c1=O	i	0.075	35
CCCOc1ccc(N2CCN(C(=O)c3ccc(C(F)(F)F)cc3)CC2)nn1	i	0.1	62
CCN1CCc2c(sc(NC(=O)c3ccc(C(=O)OC)cc3)c2-c2nc3ccccc3s2)C1	i	0.12	56
COC(=O)Cn1c(=O)c2c(nc3n2CCCN3c2ccc(C)cc2)n(C)c1=O	i	0.062	36
Cc1cc(NC(=O)Cc2ccc(F)cc2)n(C2CCS(=O)(=O)C2)n1 (centres undefined)	i	0.062	50
COc1ccc(C)c2sc(NC(=O)CCCS(=O)(=O)c3ccc(Cl)cc3)nc12	i	0.11	55
CCOc1cc(/C=C2\SC(=S)N(c3ccc(OC)cc3)C2=O)ccc1O	i	0.11	59
CCOc1ccccc1NC(=O)N1CCN(c2ccc3nncn3n2)CC1	i	0.033	23
COc1ccccc1CNC(=O)Cn1nc(-c2cc(OC)c(OC)c(OC)c2)ccc1=O	i	0.088	92
O=C(Nc1nonc1-c1ccccc1)c1ccc(Cl)cc1	i	0.11	57
COc1ccc(Cc2nnc(C3CCN(C(=O)COc4ccccc4F)CC3)s2)cc1	i	0.058	68
Cc1cc(N2CCN(C)CC2)nc2ccc(NC(=O)Nc3cccs3)cc12	i	0.15	70
CCOc1nn(CC)cc1-c1nnc(SCC(=O)NC(C)(C)C)n1C	i	0.046	42
COc1ccccc1-c1nnc2ccc(OCCNC(=O)c3ccccc3Cl)nn12	i	0.03	64
Cc1ccc(Cl)cc1NC(=O)C(=O)NCC1(O)CCOCC1	i	0.089	61
Cc1nc2ccccc2n1CC1CCN(S(=O)(=O)/C=C/c2ccccc2)CC1	i	0.089	64
O=C(NCC1CCN(Cc2cccs2)CC1)C(=O)Nc1cc(F)ccc1F	i	0.079	47
Cc1ccc(C(CNC(=O)C(=O)NCc2cccs2)N2CCOCC2)cc1 (centres undefined)	i	0.037	56

# Whole records as entered above.
# `Cc1ccc(C(CNC(=O)C(=O)NCc2cccs2)N2CCOCC2)cc1` (centres undefined) across the screens: GluA2 TARP mod = i; GluA2 TARP mod agonism max-min = 0.037; GluA2 TARP mod glutamate slope = 56
# `Cc1cc(N2CCN(C)CC2)nc2ccc(NC(=O)Nc3cccs3)cc12` across the screens: GluA2 TARP mod = i; GluA2 TARP mod agonism max-min = 0.15; GluA2 TARP mod glutamate slope = 70

# Next part
mol	GluA2 TARP mod	GluA2 TARP mod agonism max-min	GluA2 TARP mod glutamate slope
COc1ccccc1CNC(=O)C(=O)NCc1ccncc1	i	0.092	63
Cc1cc(C(=O)N(Cc2ccccn2)c2nc3c(Cl)cccc3s2)on1	i	0.058	33
Cc1cc(NC(=O)CN2CCC(c3nnc(C(C)C)o3)CC2)no1	i	0.075	57
CS(=O)(=O)c1ccc(Nc2nc(CC(=O)NCC3CCCCC3)cs2)cc1	i	0.1	61
CCOc1cc(/C=C2/SC(=S)N(c3ccc(O)cc3)C2=O)ccc1O	i	0.12	72
CN(C)CCNC(=O)C(=O)NCC1OCCCN1S(=O)(=O)c1ccc2c(c1)OCCO2 (centres undefined)	i	0.11	68
Cn1c(=O)n(CC(N)=O)c(=O)c2c1nc1n(-c3ccc(F)cc3)c(-c3ccccc3)cn21	i	0.056	59
O=C(NCC1CCN(C(=O)c2ccccc2F)CC1)C(=O)Nc1cccc(C(F)(F)F)c1	i	0.067	64
O=C(Cc1cc(-c2ccc(Cl)cc2)on1)NCCc1ccccc1	i	0.078	48
CCOc1ccc(-c2noc(CS(=O)(=O)c3ccc(Cl)cc3)n2)cc1	i	0.11	50
CCn1c(=NC(C)=O)sc2cc(F)ccc21	i	0.068	57
CC(=O)c1cccc(NC(=O)c2c(C)c(-c3ccccc3)nc3ccccc23)c1	i	0.064	23
COc1cc2cc(CNc3ccc(C)cc3)c(=O)n(CC(=O)Nc3cccc(Cl)c3)c2cc1OC	i	0.13	47
Cc1cc(C)n(-c2nc3c(c(=O)n2CC(=O)NCc2ccco2)CCCC3)n1	+	0.11*	66*
CCC(Sc1ccnc2c1c(=O)n(C)c(=O)n2C)C(=O)O (centres undefined)	i	0.034	47
O=C(NCCOc1ccc2nnc(-c3ccccc3)n2n1)c1ccccc1Cl	i	0.07	47
CCCn1c(=S)[nH]c2ccccc2c1=O	i	0.081	74
CCCOCCOC(=O)C1=C(C)NC2=C(C(=O)CC(C)(C)C2)C1c1ccccc1Cl (centres undefined)	i	0.081	41
COc1ccccc1OCC(O)CN(C)C1CCCCC1 (centres undefined)	i	0.065	54
N#CCOc1ccc2c(=O)c(-c3ccc(Cl)cc3)coc2c1	i	0.047	58

# Molecules shown so far containing a tert-butyl group, in the order listed:
mol	GluA2 TARP mod	GluA2 TARP mod agonism max-min	GluA2 TARP mod glutamate slope
CNC(=O)Cc1ccc(NC(=O)COc2ccc(C(C)(C)C)cc2)cc1	i	0.097	54
CC1(C)CC(NS(=O)(=O)c2ccc(C(C)(C)C)cc2)CC(C)(C)N1	i	0.059	60
CCOc1nn(CC)cc1-c1nnc(SCC(=O)NC(C)(C)C)n1C	i	0.046	42

# (list continues)
mol	GluA2 TARP mod	GluA2 TARP mod agonism max-min	GluA2 TARP mod glutamate slope
CC(C)n1ccc(C(=O)Nc2nc3c(cc4c5c(cccc53)CC4)s2)n1	i	0.11	63
O=C(CCN1CCOCC1)N1N=C(c2cccs2)CC1c1cccs1 (centres undefined)	i	0.058	54
O=S(=O)(NCCOc1ccc(-c2ccccc2)nn1)c1cccc(Cl)c1	i	0.027	38
Cc1ccc(-n2nc3c(c2NC(=O)C(=O)NCc2ccccc2)CS(=O)(=O)C3)c(C)c1	i	0.088	92
CCOC(=O)C(C)Sc1ccc(NC(=O)c2ccco2)nn1 (centres undefined)	i	0.095	43
COc1ccccc1OCC(O)CN(CCO)Cc1ccccc1 (centres undefined)	i	0.069	49
O=C(Nc1ccc2c(c1)CN(C(=O)c1ccccc1)CC2)Nc1c(F)cccc1F	i	0.077	44
COc1ccc(N2C(=O)C3N=NN(CC(=O)Nc4cc(Cl)ccc4C)C3C2=O)cc1OC (centres undefined)	i	0.11	53
COc1ccc(C(=O)Nc2ccc3c(c2)CCC(=O)N3C)cc1	i	0.087	52
Cc1ccc(-c2nnc(NC(=O)c3ccc(S(=O)(=O)N(C)C4CCCC4)cc3)o2)c(C)c1	i	0.067	54
CC(CCc1ccccc1)NC(=O)C(=O)Nc1c2c(nn1C(C)(C)C)CSC2 (centres undefined)	i	0.024	62
CCN(C(=O)c1cc2c(=O)n3ccccc3nc2n1Cc1ccccc1)C1CCCCC1	i	0.098	64
COc1ccc(S(=O)(=O)CC(=O)Nc2cccc(Br)c2)cc1	+	0.075*	47*
CCCNC(=O)c1ccc2c(=O)n(-c3ccc(OC)cc3)c(SCC(=O)CC(=O)OC)nc2c1	i	0.097	58
O=C(NCC1CCN(C(=O)c2cccnc2)CC1)C(=O)Nc1ccc2c(c1)OCO2	i	0.098	60
CCOc1ccc(OCCNC(=O)c2sc(-c3ccccc3)nc2C)cc1	i	0.1	61
CN1CCN(n2c3c(c(SCC(=O)NC4CCCCC4)nc2=O)CCC3)CC1	i	0.15	52

# The list is partial (hit frequency here may not be typical).
